Lipid storage S3: qHTS Assay for Lipid Storage Modulators in Drosophila S3 Cells. Drosophila S3 cells, BODIPY lipid droplet fluorescence, 18-24 h; cells fed with added oleic acid. Potency in µM for hits, for the others lipid storage change, negative = inhibition, % at the top dose, mostly 46.1 µM. 320,000 tested, 0.64% active. AID 2685; active = well fitted inhibition curve with a large enough effect in the signal ratio, with a control signal flat, not every such curve was filed as active; inconclusive = small, poorly fitted or top-dose-only effect, or effect the other way, or a change in a side signal; the % refers to the signal ratio
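Drosophila S3 cells got compounds at several concentrations plus oleic acid (400 uM solution). Laser-scanning cytometry with 488 nm excitation read lipid droplets at 500-530 nm and cells at 575-640 nm. Percent activity was relative to 20 uM Triacsin C.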
Lipid storage S3 cell count max: further read-out of Lipid storage S3, marked with its call; cell number change, %; measured here: cell count max response;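 cells counted by Cell Tracker Red CMTPX staining in the red channel; peak over a dose series mostly up to 46.1 µM; percent activity relative to internal control wells on each plate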
* = called active by the depositor; i = inactive; ? = inconclusive; . = not tested or not shown; [ ] = dose if it differs, or a comment. % is scaled to controls: 0 for no effect and ±100 for the full control effect; potency is read from the fitted curve at half-maximal effect.

SMILES	Lipid storage S3	Lipid storage S3 cell count max
CCN(CC(=O)Nc1ccccc1C(F)(F)F)C(=O)C1CCC1	?	.
CC(=O)c1ccc(N2CCN(C(=O)c3ccc(Cn4c(=S)[nH]c5ccc(N6CCOCC6)cc5c4=O)cc3)CC2)cc1	27%	39
COc1ccc(F)cc1C(=O)C1CCCN(C(=O)CCN2CCCCO2)C1 (stereo unspecified)	11%	-25
CCOc1ccc(NS(=O)(=O)c2ccc(C(=O)N3CC(C)OC(C)C3)cc2)cc1 (stereo unspecified)	26µM*	-12*
CC(=O)N1N=C(c2ccc([N+](=O)[O-])cc2)CC1c1ccccc1Cl (stereo unspecified)	-28%	8
CCOC(=O)C1(Cc2ccccc2)CCCN(S(=O)(=O)N(C)C)C1 (stereo unspecified)	-13%	0
COc1cc(OC)cc(-c2nnc(SCC(=O)N3CCOCC3)o2)c1	?	.
O=C(OCc1cc(=O)n2c(n1)sc1ccccc12)c1ccc(O)cc1O	13%	15
Cc1cc(C)c(C#N)c(SCC(=O)NC2CC2)n1	11%	-9
Cc1cccc(-n2ccnc2SCC(=O)N2CCCc3ccccc32)c1C	5%	-8
O=C(Nc1nnc(Cc2ccc([N+](=O)[O-])cc2)s1)c1ccc2c(c1)OCO2	14%	2
Cn1ncc(Cl)c1C(=O)N1CCN(c2ccc(F)cc2)CC1	?	.
Cc1nnc(SCCOC(N)=O)n1C	-3%	6
CC(=C\c1ccccc1)/C=C1/SC(=O)N(CCCC(=O)Nc2ccc(C(=O)O)cc2)C1=O	?	.
Cc1ccc(S(=O)(=O)NCCC(=O)NCc2ccccc2)cc1	-11%	-14
CCc1ccc(/C=C2\SC(=S)N(CCCC(=O)Nc3ccc(C(=O)O)cc3)C2=O)cc1	?	.
CCOc1ccc2nc(NC(=O)CN3CCN(C)CC3)sc2c1	?	.
C=CCC(C(=O)Oc1c(C(C)(C)C)cc(C)cc1C(C)(C)C)c1ccccc1 (stereo unspecified)	?	.
CSc1sc(C(=O)Nc2ccc(F)cc2F)c2c1C=CCC2	?	.
COC(=O)c1sc2nc(-c3ccccc3)nc(N3CCN(C)CC3)c2c1C	?	.
Cc1ccc(NC(=O)CN(C)Cc2ccc(F)cc2)c([N+](=O)[O-])c1	?	.
Cc1ccccc1-n1c(SCC(=O)N2CCOCC2)nc(O)cc1=O	-15%	-7
Cc1cc(C)nc(-n2nc(C)c(Sc3ccc(F)cc3)c2N)n1	14%	-19
Cc1cc(C(F)(F)F)nc(NCc2ccc(F)cc2)n1	?	.
O=C(Nc1ccccc1)O/N=C1/CCCc2occc21	-18%	-12
CCc1ccc2nc(NC(=O)Cn3cnc4ccccc4c3=O)sc2c1	?	.
CCCCN(C)CCCN1C(=O)C2C(C(=O)Nc3cccc(OC)c3)C3C=CC2(O3)C1C(=O)NC1CCCCC1C (stereo unspecified)	?	.
C=CCOc1ccc(/C=C2/C(=N)N3N=C(CC(=O)N4CCCC4)SC3=NC2=O)cc1OC	?	.
O=S(=O)(Nc1ccc2c(c1)nc1n2CCN(Cc2ccccc2)C1)c1ccccc1	-28%	-16
O=C(CCCC(=O)N(c1ccc(F)cc1)C(C(=O)NC1CCCC1)c1ccc(O)cc1)Nc1ccccn1 (stereo unspecified)	?	.
N/C(=N\OC(=O)c1ccccc1Br)c1cccc([N+](=O)[O-])c1	12%	2
CC(=O)NCCn1c(SCc2ccccc2C)nc2ccccc2c1=O	-5%	-9
O=C(COC(=O)CCc1ccccc1)NCc1ccccc1	26%	-12
Cc1nc(NCCNC(=O)c2ccco2)c2c(C)c(C)sc2n1	i	.
CC(=O)c1ccc(OCC(O)CN2CCC(C)CC2)cc1 (stereo unspecified)	2%[9.22 µM]	-2
COc1ccccc1-n1c(N)cc(=O)nc1SCC(=O)Nc1cc(C)on1	1%	20
Cc1ccc(NC2CCCN(C(=O)CCN3CCOCC3)C2)cc1C (stereo unspecified)	?	.
CCOC(=O)c1cccc(NC(=O)CSc2nnc(C3CCCCC3)n2C)c1	?	.
CC1CCCC(NC(=O)COC(=O)c2cccs2)C1C (stereo unspecified)	3%	0
COc1ccc(NC(=O)N2CCCC(C(=O)NCc3ccccc3F)C2)cc1 (stereo unspecified)	?	.
Cc1ccc(OCc2ccc(Br)cc2)c([N+](=O)[O-])n1	-1%	5
CCOC(=O)C1=C(C)NC(=O)NC1c1ccc(OC(=O)c2ccco2)cc1 (stereo unspecified)	3%	-14
CCOc1ccc(C(=O)N(CC)CC(=O)Nc2ccc3c(c2)OCCO3)cc1OCC	?	.
O=C(CN1CCNCC1)Nc1ccc(Oc2ccccc2)cc1	i	-17
CC(=O)Nc1ccc(S(=O)(=O)Nc2cccn(Cc3ccc(C)cc3)c2=O)cc1	0%	6

3 entries already listed, sorted by number of heavy atoms, lowest first.
SMILES	Lipid storage S3	Lipid storage S3 cell count max
COc1ccccc1-n1c(N)cc(=O)nc1SCC(=O)Nc1cc(C)on1	1%	20
COc1ccc(NC(=O)N2CCCC(C(=O)NCc3ccccc3F)C2)cc1 (stereo unspecified)	?	.
CC(=O)Nc1ccc(S(=O)(=O)Nc2cccn(Cc3ccc(C)cc3)c2=O)cc1	0%	6

Taken from above.
For Lipid storage S3, `CC1CCCC(NC(=O)COC(=O)c2cccs2)C1C` (stereo unspecified) reads 3%
For Lipid storage S3 cell count max, `CCOC(=O)C1=C(C)NC(=O)NC1c1ccc(OC(=O)c2ccco2)cc1` (stereo unspecified) reads -14
For Lipid storage S3 cell count max, `Cc1ccc(OCc2ccc(Br)cc2)c([N+](=O)[O-])n1` reads 5

Reformatted with bars between the fields: 2 of the compounds above.
Molecule | Lipid storage S3 | Lipid storage S3 cell count max
COc1ccc(NC(=O)N2CCCC(C(=O)NCc3ccccc3F)C2)cc1 (stereo unspecified) | ? | .
Cc1ccc(OCc2ccc(Br)cc2)c([N+](=O)[O-])n1 | -1% | 5

Next entries.
SMILES	Lipid storage S3	Lipid storage S3 cell count max
O=C(NCCCN1CCCC1=O)c1cc(-c2ccc3c(c2)OCO3)nc2ccccc12	?	.
OCC#CCSc1nnc(-c2cccc3ccccc23)o1	?	.
CC1=CC(C)(C)NC(=S)N1c1ccccc1C	0%	4
COc1ccc(S(=O)(=O)N2CCN(Cc3cc(=O)n4ccccc4n3)CC2)cc1	3%	0
C[C@H]1CCC[C@@]2(O[C@@H](CCO)C[C@@H](O)[C@@H]2O)O1	?	.
CC(=O)c1ccc(-c2ccc(/C=C(/Sc3n[nH]c(C)n3)C(=O)O)o2)cc1	-15%	-15
Cc1ccc(-c2ccc(=O)n(CCC(=O)NCCN3CCCCC3C)n2)cc1 (stereo unspecified)	?	.
CN(C)C(=O)/C(=C/c1ccc(-c2cccc([N+](=O)[O-])c2)o1)NC(=O)c1ccccc1	?	.
COc1ccc(-c2nc3c(c(SCC(=O)N4CCOCC4)n2)COC(C)(C)C3)cc1	7%	-13
NS(=O)(=O)c1cccc(NC(=O)c2cccc(Oc3ccccc3)c2)c1	?	.
CN(C(=O)Nc1ccc(Cl)cc1Cl)[C@H]1c2cc(Br)ccc2OC[C@H]1CO	?	.
COc1ccc(-c2nnc(SCC(N)=O)n2N)cc1	?	.
CCOc1ccc(Nc2nc(CC(=O)OC)cc(=O)[nH]2)cc1	-13%	-10
COc1ccc(-c2nc(NC(=O)c3ccc(OCC(=O)Nc4ccc(F)cc4)c(OC)c3)sc2C)cc1	?	.
COc1ccc(NC(=O)Cn2c(C)cc(=O)c3ccccc32)cc1	?	.
O=C(NC(=S)NCc1cccnc1)c1cccc2ccccc12	-7%	16
O=C(CSc1nc2ncccc2[nH]1)NCCc1ccccc1	-1%	3
CSc1nc2c(c(=O)[nH]c(=O)n2C)n1CCCc1ccccc1	-29%	-19
COc1cccc(-c2cccc(NC(=O)C3CCN(Cc4ccc(C)o4)CC3)c2)c1	i	-17
CCC(=O)Nc1nnc(/C=C/c2ccc(OC)cc2)s1	-1%	.
COc1ccc(OC)c(-n2c(=S)[nH]c3cc(C(=O)N4CCCCC4)ccc3c2=O)c1	?	.
COCCNC(=O)c1ccc(C(=O)C(=O)c2ccccc2)cc1	?	.
CCO/C=C1\SC(=S)N(c2ccc(Cl)cc2)C1=O	-16%	14
CCOC(=O)N1CCC(NC(=O)CNS(=O)(=O)c2ccc(Br)s2)CC1	?	.
Nc1ccccc1N=Cc1ccc(-c2cccc(Cl)c2)o1	?	.
O=C(CC1S/C(=N/N=C/c2ccco2)NC1=O)Nc1ccccc1 (stereo unspecified)	-2%	22
Cc1ccc(-c2nnn(CC(=O)N3CCCc4ccccc43)n2)cc1	-9%	.
CCC1(C)Cc2c(sc3[nH]c(=S)[nH]c(=S)c23)CO1 (stereo unspecified)	3%	0
Cc1ccc(S(=O)(=O)/N=C(/NC(=S)Nc2ccccc2)c2ccccc2)cc1	?	.
CN(C)c1ccc(C(=S)N2CCCC2)cc1Br	3%	-6

Next part (2 carried over from the part before).
SMILES	Lipid storage S3	Lipid storage S3 cell count max
Cc1ccc(S(=O)(=O)/N=C(/NC(=S)Nc2ccccc2)c2ccccc2)cc1	?	.
CN(C)c1ccc(C(=S)N2CCCC2)cc1Br	3%	-6
COc1ccc(NC(=O)COC(=O)c2cc3c(s2)CCC3)cc1	19%	2
COc1ccccc1NC(=O)NCC1(N(C)C)CCCCC1	?	.
O=C(CN1CCOCC1)N1CCCc2ccccc21	?	.
Cc1[nH]c2ccccc2c1SCc1n[nH]c(=S)n1C	?	.
CCC(C)(C)NC(=O)c1ccc(S(=O)(=O)N2CCCCCC2)cc1	10%	.
c1cncc(-c2nc(Oc3ccc(-c4nnco4)cc3)c3c4c(sc3n2)CCCC4)c1	?	.
Cc1ccn(CCC(=O)NC2CC(C)(C)Cc3c2cnn3-c2ccccc2C)n1 (stereo unspecified)	?	.
O=C(NCCC1=CCCCC1)c1ccc(CN2CCOCC2)cc1	-8%	-18
O=C(CN(C(=O)c1csnn1)c1ccc(F)c(Cl)c1)NC1CCCCC1	?	.
CS(=O)(=O)N(CC(=O)N1CCCC1)c1ccc(OCc2ccccc2)cc1	9%	-15
O=c1c(CN2CCN(c3cccc(Cl)c3)CC2)coc2c(Cl)cc(Cl)cc12	-5%	-6
O=C(O)C1C(=O)NCC1c1ccccc1 (stereo unspecified)	10%	-25
COc1ccc(S(=O)(=O)N(C)c2c(C)n(C)n(-c3ccccc3)c2=O)cc1OC	15%	-9
CCN(CC(=O)Nc1ccc(S(=O)(=O)N2CCOCC2)cc1)Cc1ccccc1	?	.
O=C(N/N=C/c1c[nH]c2ccccc12)c1ccn[nH]1	?	.
N#Cc1cn(CC(=O)N2CCCC2)c2ccccc12	?	.
O=C(Nc1cccc(C(=O)N2CCOCC2)c1)c1ccc([N+](=O)[O-])cc1	i	13
Cc1ccc(C)c(S(=O)(=O)Nc2ccc(C(N)=O)cc2)c1	?	.
Cc1ccc(C(=O)N2CCOCC2)cc1[N+](=O)[O-]	?	.
CCOC(=O)c1c(NC(=O)c2cnn3c2NC(c2cccc(OC)c2)CC3C(F)(F)F)sc2c1CCCC2 (stereo unspecified)	-12%	-7
COc1ccc(C(CNC(=O)c2cc(C)oc2C)N2CCOCC2)cc1 (stereo unspecified)	?	.
CCOC(=O)c1c(C)[nH]c(C)c1S(=O)(=O)NCC1CCN(Cc2ccccc2F)CC1	30%	-11
COc1cc2[nH]c(=S)nc(Nc3ccc(NC(C)=O)cc3)c2cc1OC	-17%	-7
COc1ccc(Oc2nc(SC)nc3ccccc23)cc1	?	.
CCOc1ccc(-c2nnc(-c3cccnc3)o2)cc1OCC	?	.
CCC(C)NC(=S)Nc1ccc2nc(N3CCOCC3)cc(C)c2c1 (stereo unspecified)	-5%	-17
Cc1ccc(NC(=O)/C(=C/c2cccs2)NC(=O)c2ccco2)cc1	-9%	-8
COC(=O)C1=NN(C(C)=O)C2(CC(=O)N(c3cccc(C)c3)C2=O)C1 (stereo unspecified)	10%	-2
CCOc1ccccc1NS(=O)(=O)c1cn(C)c(=O)n(C)c1=O	?	.
Cc1c(C)n(CC(O)CNCCO)c2ccccc12 (stereo unspecified)	?	.
O=C(N/N=C/c1ccccc1F)NC1CCCCC1	1%	-7
COc1ccc(C(=O)c2c(C)oc3ccc(O)c(CN4CCOCC4)c23)cc1	-6%	2
COc1ccc(C(=O)/C=C/c2ccc(OC(=O)c3cc(OC)c(OC)c(OC)c3)cc2)cc1	17%	.
Cc1cc(C(F)F)nn1CC(=O)NC1CCCCCC1	20%	3
Cc1ccc2nc(NC(=O)CCCC(=O)O)sc2c1	?	.
O=C(COC(=O)c1nc(Cl)ccc1Cl)NC1CCS(=O)(=O)C1 (stereo unspecified)	?	.
O=C1C2CCCCC2C(=O)N1c1ccc(S(=O)(=O)Nc2ncccn2)cc1 (stereo unspecified)	?	.
Cc1nc(Cl)c(C(=O)NCCC(C)C)c(C)c1[N+](=O)[O-]	5%	-10
C/C(N)=C(/C#N)C(=O)CSc1ccccc1F	?	.
CC(C)(C)n1ncc2c(=O)n(CC(=O)Nc3ccccc3)cnc21	?	.
O=C(/C=C/c1ccc(F)cc1)Nc1cccc(S(=O)(=O)Nc2cccc(C(F)(F)F)c2)c1	?	.
O=C1C(=O)N(c2ccccn2)C(c2cccc(F)c2)/C1=C(/O)c1ccccc1 (stereo unspecified)	-12%	-13

Assay outcomes (PubChem)

Only part of the results is shown. The share of hits here may be higher or lower than overall.
